Bioassay records from PubChem.
LMPTP block: LMPTP (human) inhibition; inhibition, % at 20 µM; 360,000 tested, 0.22% active; recombinant LMPTP-A, OMFP fluorogenic substrate, fluorescence intensity; P24666;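 active = compounds that cut the enzyme signal by at least half of the control window in the single-dose screen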;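 note: plate controls were DMSO wells with enzyme plus substrate for no effect and substrate without enzyme for full effect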
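Test system: LMPTP-A, protein tyrosine phosphatase of low molecular weight; Input: 0.625 nM enzyme; Incubation: 50 min dark incubation at room temperature; Signal: endpoint fluorescence intensity from OMFP dephosphorylation; Read-out basis: % inhibition versus control wells.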
SUMO1-SIM PPI: modulators of human SUMO1-mediated protein-protein interactions; P63165; SUMO1 binding to a labelled peptide, TR-FRET, 1 h; inhibition, % at 20 µM; 360,000 tested, 0.33% active; AID 602429; in the data active = inhibition above about 37%
Target sequence (P63165 whole entry, looked up): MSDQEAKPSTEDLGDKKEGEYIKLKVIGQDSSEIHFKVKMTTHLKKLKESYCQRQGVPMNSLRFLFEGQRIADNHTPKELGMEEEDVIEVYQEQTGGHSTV
STEP block: blocks human striatal-enriched tyrosine phosphatase. P54829. recombinant STEP, OMFP fluorogenic substrate, fluorescence. inhibition, % at 20 µM. 360,000 tested, 0.25% active. AID 588621;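 active = inhibition at 20 µM, scaled per plate between control wells, above about 37%, limit read from the data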;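 note: 0% = DMSO with enzyme and substrate and 100% = substrate only without enzyme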
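System: STEP phosphatase, cell-free reaction; Buffer or medium: Bis-Tris pH 6.0 buffer with DTT, detergent; Incubation: 20 min at room temperature, dark; Measured by: fluorescence, 480/540 nm.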
CendR NRP1 mod: NRP-1/CendR interaction modulation; FAM-RPARPAR peptide binding to NRP-1, fluorescence polarization; inhibition, % at 25 µM; 360,000 tested, 0.85% active;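 active = inhibition or corrected inhibition above about 18%, plus a signal ratio from 0.5 to 1.5, limit read from the data, passing the limit was not always enough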; note: strong numbers were not always called active
Target sequence (O14786 whole entry, looked up): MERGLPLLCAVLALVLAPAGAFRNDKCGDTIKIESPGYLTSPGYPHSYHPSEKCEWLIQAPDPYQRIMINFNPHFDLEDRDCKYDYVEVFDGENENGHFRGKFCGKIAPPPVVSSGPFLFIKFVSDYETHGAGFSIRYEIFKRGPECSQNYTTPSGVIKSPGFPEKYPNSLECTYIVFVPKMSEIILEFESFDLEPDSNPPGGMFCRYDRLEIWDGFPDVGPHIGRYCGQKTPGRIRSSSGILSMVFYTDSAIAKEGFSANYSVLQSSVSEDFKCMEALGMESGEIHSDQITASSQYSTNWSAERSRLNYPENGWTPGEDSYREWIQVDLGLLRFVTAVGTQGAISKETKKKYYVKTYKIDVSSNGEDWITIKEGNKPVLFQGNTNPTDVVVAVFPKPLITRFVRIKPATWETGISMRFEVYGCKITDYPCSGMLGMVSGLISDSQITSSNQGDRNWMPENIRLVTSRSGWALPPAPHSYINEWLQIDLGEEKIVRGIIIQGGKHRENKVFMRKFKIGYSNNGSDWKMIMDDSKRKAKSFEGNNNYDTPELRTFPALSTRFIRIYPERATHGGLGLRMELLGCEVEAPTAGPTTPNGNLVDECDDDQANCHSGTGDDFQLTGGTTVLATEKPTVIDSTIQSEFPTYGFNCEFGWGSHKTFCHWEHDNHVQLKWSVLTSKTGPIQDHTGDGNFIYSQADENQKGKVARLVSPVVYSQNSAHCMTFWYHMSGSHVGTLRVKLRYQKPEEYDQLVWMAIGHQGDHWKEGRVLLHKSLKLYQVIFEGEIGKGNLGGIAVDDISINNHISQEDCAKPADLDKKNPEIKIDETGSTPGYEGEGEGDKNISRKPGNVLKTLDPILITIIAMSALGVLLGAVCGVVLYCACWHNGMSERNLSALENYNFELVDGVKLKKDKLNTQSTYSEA
SKN-1 block: blocks SKN-1 activity in C. elegans; C. elegans VP596 Pgst-4::GFP/RFP ratio, acrylamide-induced, 24 h; inhibition, % at 21.8 µM; 360,000 tested, 0.49% active;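 active = interference check ratio from 0.5 to 1.5 plus GFP to RFP signal ratio inhibition reaching or exceeding a fixed threshold, cut at about 30% in these data, passing the limit was not always enough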; note: some compounds called inactive have numbers as strong as hits
NadD block: inhibitors of Staphylococcus aureus NadD. AID 602399. inhibition, % at 20 µM. purified NadD enzyme, colorimetric absorbance read-out. 360,000 tested, 0.78% active; in the data active = inhibition above about 26%; note: some compounds past the cut are filed as inactive
TbMetRS inhib: Trypanosoma brucei MetRS inhibition; purified T. brucei MetRS, ATP depletion, Kinase-Glo luminescence; inhibition, % at 11.9 µM; 360,000 tested, 0.4% active;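 active = inhibition above a per-plate cutoff of the control wells' mean inhibition plus 3 SD, cut at about 5.5% in these data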;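 note: 0% = DMSO wells median and 100% = median of wells with control inhibitor compound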
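System: purified T. brucei MetRS enzyme / Detection: Kinase-Glo luciferase luminescence reporting remaining unconsumed ATP / Medium: HEPES buffer with MgCl2, KCl, DTT, spermine, BSA, pyrophosphatase / Replication: singlicate, one well per compound / Evaluation: percent inhibition relative to median high and low control wells / Schedule: 2 h aminoacylation at 25 °C after 15 min preincubation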
DNMT1 inh: DNMT1 (human) enzyme inhibition; AID 588458; inhibition (reported as % activation of signal), % at 10 µM; 360,000 tested, 0.83% active; P26358; DNMT1 molecular beacon, Hinp1I cleavage, fluorescence; in the data active = inhibition above about 50%
Scp1 inh: inhibitors of human Scp-1 phosphatase; Q9GZU7; Recombinant Scp1, phosphopeptide, malachite green phosphate absorbance; inhibition, % at 20 µM; 340,000 tested, 0.88% active; AID 493091;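 active = inhibition above about 50% at 20 µM, limit read from the data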;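 note: plate controls were DMSO wells with enzyme for no effect and wells lacking enzyme for full effect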
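System: truncated SCP-1 phosphatase (76-261aa); medium: Tris acetate buffer pH 5.5 with MgCl2 and Tween-20; incubation: 45 min room-temperature reaction, 5 min colour, 30 min stabiliser; compound: single 20 µM dose, 1% DMSO; reagent: Phosphorylated 17-residue peptide substrate; read-out: % inhibition at 20 µM; technique: colorimetric free-phosphate detection, absorbance 630 nm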
Neddylation inh: inhibitors of human cullin neddylation. TR-FRET cullin neddylation, biochemical. calls only at 25 µM. 360,000 tested, 0.58% active. AID 651699. P61081+Q13564; in the data active = inhibition above about 36%
* = called active by the depositor; i = inactive; / = not tested or not shown.

SMILES	LMPTP block	SUMO1-SIM PPI	STEP block	CendR NRP1 mod	SKN-1 block	NadD block	TbMetRS inhib	DNMT1 inh	Scp1 inh	Neddylation inh
CN(Cc1ccccc1)N=Nc1nc[nH]c1C(N)=O	-3.6	-9	1	-19	10	4	-0.1	0	/	i
COc1ccc(C(O)c2nc(-c3cccc(C(=O)O)c3)cs2)cc1 (stereo not drawn)	-1.8	5	-2	-8	5	-1	-0.2	3	/	i
CN(C)C(=O)c1ccc(NC(=O)c2cccnc2)cc1	-0.7	-2	-1	7	1	2	-0.2	1	-2	i
O=C(N/N=C/c1ccc2c(c1)OCO2)c1ccc2c(c1)OCCO2	0.4	-8	-1	-7	-3	2	-0.8	1	-3	i
CCOc1ncccc1C(=O)Nc1cc(S(=O)(=O)N2CCCCC2)ccc1C	0.4	-4	1	5	4	1	-0.3	-12	-5	i
CC(OC(=O)CCN1C(=O)C2CC=CCC2C1=O)C(=O)Nc1cccc(Cl)c1 (stereo not drawn)	-1.6	0	-2	7	9	1	-0.5	2	-7	i
CCOC(=O)N1CCN(c2c(NCCCN3CCCCCC3)c(=O)c2=O)CC1	-0.5	-1	-3	11	-2	-1	0.3	-6	-13	i
CC1(c2ccc([N+](=O)[O-])c(CS(=O)(=O)c3ccccc3)c2)OCCO1	-0.4	-16	-3	-8	19	-7	-0.8	4	-7	i
Cc1c(N2C(=O)c3ccccc3C2=O)c(=O)n(-c2ccccc2)n1C	-1.5	-3	-1	2	27	-2	-0.7	-1	-3	i
COc1cc(O)c(C(CC(=O)N2CCN(c3ccccc3)CC2)c2ccc3c(c2)OCO3)c(OC)c1 (stereo not drawn)	1.2	8	0	-1	18	-1	1.9	-4	-4	i
CCOc1ccc(S(=O)(=O)N(C)CC(=O)NC2CCCC2)cc1	-1.0	4	-2	8	11	1	-0.4	2	-3	i
CCOc1ccc2nc(N3CCCCCC3)sc2c1	0.1	4	6	-4	26	-6	-0.9	11	9	i

Brought forward from above: two compounds, followed by the next part.
SMILES	LMPTP block	SUMO1-SIM PPI	STEP block	CendR NRP1 mod	SKN-1 block	NadD block	TbMetRS inhib	DNMT1 inh	Scp1 inh	Neddylation inh
CCOc1ccc(S(=O)(=O)N(C)CC(=O)NC2CCCC2)cc1	-1.0	4	-2	8	11	1	-0.4	2	-3	i
CCOc1ccc2nc(N3CCCCCC3)sc2c1	0.1	4	6	-4	26	-6	-0.9	11	9	i
COc1cc(OC)cc(-c2nnc(SCC(=O)Nc3ccc(C(=O)O)cc3)s2)c1	0.6	18	0	-5	8	12	1.2	-3	41	i
COc1ccc(-c2nc3ccccn3c2NCc2ccc3c(c2)OCO3)cc1	4.9	-5	-8	0	26	1	-0.1	-5	-2	/
CCCCCN(C(=O)CCC(=O)OCC(=O)N(CC)c1ccccc1)c1c(N)n(CCCC)c(=O)[nH]c1=O	-0.3	2	-2	0	13	-1	-0.3	1	-3	i
N#CCCN1CCN(S(=O)(=O)c2ccc(S(=O)(=O)NC3CCCC3)cc2)CC1	-1.0	6	-4	-6	-10	-4	0.1	-1	26	i
O=C(Cc1ccccc1)Nc1ccccc1C(=O)NCC1CCCO1 (stereo not drawn)	-1.6	-3	3	-2	8	-8	-0.3	2	-5	i
COc1ccccc1N1CCN(CCCCOc2c(OC)cccc2OC)CC1	-0.2	5	-2	-1	9	-8	0.2	-2	-8	i
O=C(O)c1cc(-c2ccc(Cl)s2)[nH]n1	0.5	-2	-2	0	3	-4	0.5	-2	-8	i
CCN1CCN(C(=S)NCCOC)CC1	-2.2	-2	-3	1	-3	-3	-0.1	-1	-7	i
O=c1ccc(-c2ccccc2)nn1Cc1ccc(F)cc1	-2.2	-5	0	2	6	-1	-1.4	4	-10	i
CC(NC(=O)C1CCN(C(=O)c2ccc(F)cc2)CC1)c1ccc(S(N)(=O)=O)cc1 (stereo not drawn)	0.3	2	0	13	-10	2	-0.4	8	-10	i
CN(CC(=O)Nc1ccccc1Cl)C(=O)COC(=O)CNC(=O)c1ccc(Br)o1	-0.4	4	2	6	1	2	-0.8	11	-2	i
NC(=O)C1CCN(C(=O)C2CC(=O)N(c3ccc(F)cc3)C2)CC1 (stereo not drawn)	-1.6	-1	0	3	-15	-5	-0.7	2	9	i
CN(C)c1ccc(SC#N)cc1	-1.9	4	1	0	-1	-8	-0.6	-9	0	i
O=C1Nc2cc(C(=O)N3CCN(c4ccc(F)cc4)CC3)ccc2NC1CSCc1cccc(F)c1 (stereo not drawn)	2.7	-5	0	-179	-3	37*	-0.4	-17	0	i
COc1ccc2cc(C(C)C(=O)N3CCC(C(N)=O)CC3)ccc2c1 (stereo not drawn)	-2.1	-1	2	5	10	1	0.1	-1	-8	i
O=S(=O)(c1ccc(SCc2ccccc2)nc1)N1CCCCCC1	2.0	4	1	10	4	1	-0.3	2	-10	i
CNC(=S)NCCN1CCOCC1	-3.4	0	0	-1	0	-1	-0.4	5	-5	i
CCCCN(C(=O)c1ccccc1Br)C1CCS(=O)(=O)C1 (stereo not drawn)	-0.2	8	-1	-2	-1	-1	-0.3	1	4	i
COc1ccc(N(CC(=O)Nc2cccnc2)S(C)(=O)=O)cc1	-2.2	-3	-1	-4	7	-5	-0.4	-4	-7	i
O=C(NCCCl)NNc1c(Cl)cc(Cl)cc1Cl	0.7	3	0	-3	-4	4	-0.1	-1	-3	i
CCC1CCc2c(sc(NC(=O)c3ccoc3C)c2C(N)=O)C1 (stereo not drawn)	1.6	4	6	-9	-8	0	0.2	-8	-10	i
COc1ccc(NC(=O)CSc2nc(NS(=O)(=O)c3ccccc3)cc(=O)[nH]2)cc1	0.0	0	2	-8	1	1	-2.4	-1	10	i
CCOc1ccc(S(=O)(=O)Nc2cc(SCC(=O)O)c(O)c3ccccc23)cc1	2.8	12	4	-20	-9	9	-0.4	-2	11	i
Cc1cc(C)n(-c2nc(NCc3cccnc3)c3c4c(sc3n2)COC(C)(C)C4)n1	-0.7	-1	2	8	11	7	-1.0	-2	-9	/
Nc1c(N2CCN(c3ccccc3)CC2)c2ccccc2oc1=O	-1.3	-23	1	-2	3	-2	-1.0	0	-2	i
C[C@H](CO)N1C[C@H](C)[C@@H](CN(C)C)Oc2c(NS(=O)(=O)c3cccs3)cccc2C1=O	-1.6	3	-1	5	0	6	-0.3	6	12	i
COc1ccc(C(CNC(=O)c2cc(F)c(F)c(F)c2F)N2CCOCC2)cc1 (stereo not drawn)	-1.3	-4	-3	-4	5	-7	0.1	2	-6	i
Cc1ccc(S(=O)(=O)Nc2ccc(C(=O)NCc3cccnc3)cc2)cc1	0.2	2	-2	-4	5	-3	0.2	0	-7	i
CC(=O)Nc1ccc(NC(=O)c2ccccc2N(C)S(=O)(=O)c2ccc(C)cc2)cc1	-0.4	4	-1	-7	3	6	-0.8	-1	8	i
O=C(NCC(c1ccc(F)cc1)N1CCOCC1)c1c(F)cccc1F (stereo not drawn)	-0.8	-4	0	6	3	-2	0.0	-2	-8	i
COc1ccc(C(=O)N[C@H](C(=O)OCn2nnc3ccccc3c2=O)C(C)C)cc1	-0.7	-5	0	4	-8	-1	0.2	0	-7	i
Cc1ccc(S(=O)(=O)/N=C/c2ccco2)cc1	0.9	5	2	-3	-4	-2	-0.9	15	18	i
Cc1ccc(NC(=O)c2nnn(CC(=O)Nc3ccc4c(c3)OCO4)c2N)cc1C	3.0	7	0	4	3	0	-0.4	10	-9	i
CCOc1cc(/C=N/n2c(C)nc3sc(C)c(C)c3c2=O)ccc1O	-2.2	0	2	8	-7	-7	-0.8	1	-13	i
Cn1cc(CN(CCO)Cc2cccs2)c(-c2cccc(Cl)c2)n1	0.5	-2	-2	5	-2	0	-0.6	-2	-16	i
C=CCSc1nc(N)c(C(=O)Nc2ccccc2OC)cc1C(=O)Nc1ccccc1	3.4	-4	4	-11	29	21	-0.9	19	-5	/

Structures from the list above with an aryl methoxy group, in the order listed:
SMILES	LMPTP block	SUMO1-SIM PPI	STEP block	CendR NRP1 mod	SKN-1 block	NadD block	TbMetRS inhib	DNMT1 inh	Scp1 inh	Neddylation inh
COc1ccc(C(O)c2nc(-c3cccc(C(=O)O)c3)cs2)cc1 (stereo not drawn)	-1.8	5	-2	-8	5	-1	-0.2	3	/	i
COc1cc(O)c(C(CC(=O)N2CCN(c3ccccc3)CC2)c2ccc3c(c2)OCO3)c(OC)c1 (stereo not drawn)	1.2	8	0	-1	18	-1	1.9	-4	-4	i
COc1cc(OC)cc(-c2nnc(SCC(=O)Nc3ccc(C(=O)O)cc3)s2)c1	0.6	18	0	-5	8	12	1.2	-3	41	i
COc1ccc(-c2nc3ccccn3c2NCc2ccc3c(c2)OCO3)cc1	4.9	-5	-8	0	26	1	-0.1	-5	-2	/
COc1ccccc1N1CCN(CCCCOc2c(OC)cccc2OC)CC1	-0.2	5	-2	-1	9	-8	0.2	-2	-8	i
COc1ccc2cc(C(C)C(=O)N3CCC(C(N)=O)CC3)ccc2c1 (stereo not drawn)	-2.1	-1	2	5	10	1	0.1	-1	-8	i
COc1ccc(N(CC(=O)Nc2cccnc2)S(C)(=O)=O)cc1	-2.2	-3	-1	-4	7	-5	-0.4	-4	-7	i
COc1ccc(NC(=O)CSc2nc(NS(=O)(=O)c3ccccc3)cc(=O)[nH]2)cc1	0.0	0	2	-8	1	1	-2.4	-1	10	i
COc1ccc(C(CNC(=O)c2cc(F)c(F)c(F)c2F)N2CCOCC2)cc1 (stereo not drawn)	-1.3	-4	-3	-4	5	-7	0.1	2	-6	i
COc1ccc(C(=O)N[C@H](C(=O)OCn2nnc3ccccc3c2=O)C(C)C)cc1	-0.7	-5	0	4	-8	-1	0.2	0	-7	i
C=CCSc1nc(N)c(C(=O)Nc2ccccc2OC)cc1C(=O)Nc1ccccc1	3.4	-4	4	-11	29	21	-0.9	19	-5	/
